SNCA expr inh: SNCA gene expression inhibition; HEK-293 SNCA-luciferase knock-in, luminescence, 24 h; Potency, µM (highest dose often 57.2 µM), inactives show top-dose activity change, negative = inhibition, most hits filed as inhibitors; 0.17% of 140,000 active;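 also: potency is read from the fitted curve at half-maximal effect; plate controls were DMSO cells for no effect and cell-free wells for full effect; nearly all actives have a fitted effect of over 45% in size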
GPT2 inh: inhibitors of human GPT2 alanine aminotransferase; Q8TD30; Recombinant GPT2, coupled pyruvate oxidase/HRP Amplex Red fluorescence; Potency, µM (top dose mostly 57.7 µM), for inactives: top-dose activity change, negative = inhibition, hits mostly inhibitors; 0.25% of 100,000 active; also: potency is read from the fitted curve at half-maximal effect; nearly all actives have a fitted effect of over 60% in size; many of its hits are not listed in these tables
Target sequence (Q8TD30 whole entry, looked up): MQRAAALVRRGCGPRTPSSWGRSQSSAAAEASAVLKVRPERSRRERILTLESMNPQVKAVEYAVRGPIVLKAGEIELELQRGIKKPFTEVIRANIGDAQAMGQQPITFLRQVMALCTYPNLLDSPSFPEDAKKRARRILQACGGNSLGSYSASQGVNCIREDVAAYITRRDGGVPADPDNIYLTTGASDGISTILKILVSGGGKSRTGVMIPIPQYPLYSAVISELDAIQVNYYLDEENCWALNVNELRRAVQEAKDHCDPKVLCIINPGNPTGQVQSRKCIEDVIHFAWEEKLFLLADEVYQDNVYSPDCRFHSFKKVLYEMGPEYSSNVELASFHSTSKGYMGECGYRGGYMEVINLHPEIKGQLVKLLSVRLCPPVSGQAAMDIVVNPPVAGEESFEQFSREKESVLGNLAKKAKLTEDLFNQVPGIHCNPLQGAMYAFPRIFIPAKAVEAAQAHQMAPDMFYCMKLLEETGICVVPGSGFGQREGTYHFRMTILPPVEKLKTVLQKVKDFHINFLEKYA
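Recombinant GPT2 (10ng/uL) with 250uM a-KG and 2mM L-alanine, 30 min at room temperature, in HEPES pH 7.5 buffer. Pyruvate detected by pyruvate oxidase/HRP/Amplex Red fluorescence after 30 min in the dark; AOA (50uM) as positive control.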
Luciferase inh: Photinus pyralis luciferase inhibition. purified P. pyralis luciferase, luminescence, biochemical. Potency, µM (highest dose often 115 µM), for inactives: top-dose activity change, negative = inhibition, hits mostly inhibitors. 2.5% of 76,000 active; also: potency is read from the fitted curve at half-maximal effect; nearly all actives have a fitted effect of over 65% in size
Target sequence (P08659 whole entry, looked up): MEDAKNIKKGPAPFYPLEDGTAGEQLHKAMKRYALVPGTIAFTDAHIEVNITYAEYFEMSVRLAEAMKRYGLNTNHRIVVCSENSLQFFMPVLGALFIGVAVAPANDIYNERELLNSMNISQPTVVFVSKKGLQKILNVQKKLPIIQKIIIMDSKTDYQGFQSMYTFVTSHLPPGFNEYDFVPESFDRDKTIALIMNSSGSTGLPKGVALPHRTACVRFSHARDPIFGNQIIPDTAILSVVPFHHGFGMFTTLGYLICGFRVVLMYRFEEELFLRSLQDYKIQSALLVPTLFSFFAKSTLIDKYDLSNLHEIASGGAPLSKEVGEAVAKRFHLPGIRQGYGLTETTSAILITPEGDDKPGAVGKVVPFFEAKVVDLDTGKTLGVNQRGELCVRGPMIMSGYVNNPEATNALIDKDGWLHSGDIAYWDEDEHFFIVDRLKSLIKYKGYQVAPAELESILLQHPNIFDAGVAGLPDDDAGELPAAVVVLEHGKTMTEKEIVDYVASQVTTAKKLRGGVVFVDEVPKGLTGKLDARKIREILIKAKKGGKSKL
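Purified 10nM P. pyralis luciferase with 10uM D-luciferin and 10uM ATP in 50mM Tris acetate pH 7.5, 10mM Mg acetate, 0.01% Tween-20, 0.05% BSA. qHTS titration; luminescence read by CCD imager.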
HEK293 viab: reduces viability of HEK-293 SNCA reporter cells; AID 1671193; 0.12% of 150,000 active; Potency, µM (doses to about 57.1 µM), inactives show at the top dose activity change, negative = cytotoxicity, most hits filed as cytotoxic; HEK-293-SNCA-luc viability, GF-AFC fluorescence, 24 h;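 also: potency is read from the fitted curve at half-maximal effect; 0% = DMSO-treated cells and -100% = medium-only wells without cells; nearly all actives have a fitted effect of over 30% in size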
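HEK-293-SNCA-luc cells (1500/well) plated 24 h, then exposed 24 h to a dilution series; GF-AFC added 30 min at 37C, fluorescence 405/540 nm; normalised to medium-only and DMSO wells, Hill fit.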
IP6K1 inhibitor: inhibitors of human IP6K1; AID 1645851; 0.81% of 140,000 active; Q92551; activity change, % (series mostly up to about 58 µM); IP6K1 kinase, ADP-Glo luminescence, 2 h; hits give low values; in the data active = activity change below about -25%
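ADP-Glo luminescence measures ADP made by human IP6K1 during a 2 h RT reaction with ATP/IP6 (mix at 1.3 mM/130 uM); top library doses 57.5 and 19.1 uM final.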
NIH3T3 tox: cytotoxic compounds in NIH 3T3 cells; NIH 3T3 viability, CellTiter-Glo ATP luminescence, 48-72 h; Potency, µM (highest dose often 96.7 µM), inactives show top-dose activity change, negative = cytotoxicity, actives largely listed as inhibitors; 4.3% of 94,000 active; also: potency is read from the fitted curve at half-maximal effect; nearly all actives have a fitted effect of over 55% in size
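NIH 3T3 cells at 400 cells/well received 23 nL of compound by pintool and were incubated 48 or 72 h at 37 °C. Viability was read as ATP-coupled CellTiter-Glo luminescence.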
HEK293 tox: cytotoxic compounds in HEK 293 cells. AID 1345083. 6.6% of 94,000 active. HEK 293 viability, ATP luminescence (CellTiter-Glo), 48-72 h. Potency, µM (titrated, usually from 115 µM), without a hit: top-dose activity change, negative = cytotoxicity, hits mostly inhibitors; also: potency is read from the fitted curve at half-maximal effect; nearly all actives have a fitted effect of over 60% in size
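Viability of HEK 293 cells, plated at 250 cells/well, was judged by cellular ATP after compound treatment for 48 or 72 hr. Luminescence was imaged 10 min after CellTiter-Glo addition at room temperature.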
Numbers without * were called inactive; i = inactive; u = inconclusive; x = no result given; [ ] = dose if it differs, or a comment. Unless noted, calls follow the shape of the dose curve; as a rule, active = well fitted curve in the direction sought with a large enough effect; inconclusive = small, poorly fitted or top-dose-only effect, or another doubt; inactive = no such curve, though single readings can be large; an effect the other way counts as inactive or inconclusive. Unless noted, % is scaled to controls: 0 for no effect and ±100 for the full control effect. Only part of the results is shown; rates above refer to the full screens.

SMILES	SNCA expr inh	GPT2 inh	Luciferase inh	HEK293 viab	IP6K1 inhibitor	NIH3T3 tox	HEK293 tox
CN(C)c1cccc(C(=O)NC2CCCN(c3cc(-c4ccccc4)[nH]n3)C2)c1 (stereo not drawn)	106%[activator]	-4%	35µM*	-18%	27	u	u
O=C(Nc1cccc(C(F)(F)F)c1)Nc1cccs1	-6%	x	x	-25%	-33*	x	x
CC(C)(C)c1cc(C=O)cc(C(C)(C)C)c1O	-5%[25.6 µM]	-4%	x	7%[23.9 µM]	2	x	x
CC(=O)N1CCC(C2CCN(C(=O)c3cccc(C#N)c3)C2)CC1 (stereo not drawn)	11%	i	x	6%	4	-20%	2%
CN1CCC[C@@H]1CCO[C@](C)(c1ccccc1)c1ccc(Cl)cc1	-59%[25.6 µM]	3%	x	-21%[23.9 µM]	2	x	x
CC(=O)Nc1nonc1-c1nnc(SCC(=O)Nc2cccc(F)c2)n1-c1ccccc1	-3%	x	x	10%	9	x	x
CCCN(CC1CCOC1)C(=O)Nc1ccc(Cl)cc1F (stereo not drawn)	35%[activator]	i	-7%	4%	19	-19%	-19%
COc1cc(Cl)c(C)cc1NC(=O)c1cnc(N2CCOCC2)c2ccccc12	0%	x	x	2%	-4	x	x
O=C(NC1CC1)c1ccc(CC2CCN(C(=O)c3ccc4ccccc4n3)CC2)cc1	-4%	-1%	2%	6%	-13	u	u
O=C1CCC2(CCN1)CCN(S(=O)(=O)c1cccnc1)CC2	2%	i	6%	2%	-5	-4%	2%
Cc1ccc([S+](=O)([O-])NC2CCCN(c3ccc4nnc(-c5ccccc5)n4n3)C2)cc1 (stereo not drawn)	x	x	x	x	-7	u	25µM*
COC(=O)CN1C(=O)[C@@H]2C[C@@H](O)CN2C2(CN(Cc3ccccc3)C2)C1=O	26%[87.6 µM]	-7%[88.5 µM]	-4%[172 µM]	-2%[87.6 µM]	-6	2%[174 µM]	-5%[172 µM]
Cc1nc2nc(SCc3ccc(F)cc3Cl)nn2c(C)c1Cc1ccccc1	93%[activator]	x	x	-1%	14	x	x
CCNC(=O)CC1COc2ccc(C(=O)NCCOC)cc2N1C (stereo not drawn)	-28%	i	-1%	-3%	-3	-2%	3%
COc1cccc(Nc2cc3c(cn2)CN(C(C)=O)CCN3)c1	u	3%[88.5 µM]	1.8µM*	-14%[87.6 µM]	24	u	u
Cc1ccc(S(=O)(=O)N2CCN(Cc3nc4ccc(C)cc4o3)CC2)cc1	-15%	x	x	24%	-14	x	x
Cc1ccc(-c2cn(-c3cccc(Cl)c3)c(S(=O)(=O)CC(=O)Nc3cccc(C)c3)n2)cc1	43%[activator]	x	x	u	-12	x	x
Cc1ccc(C)c(Cn2c(=O)cc(C)c3c(C)nn(C)c32)c1	13%	x	x	0%	18	x	x
Cc1cccc2sc(N(Cc3cccnc3)C(=O)c3ccco3)nc12	33%[activator]	x	x	-8%	-10	x	x
Cc1cc(C(=O)NC2CCNCC2)c2c(C3CCNCC3)noc2n1	5%	-19%	x	8%	1	0%	i
CC(=O)Nc1ccc(NC(=O)CN2C(=O)NC3(CCS(=O)(=O)CC3)C2=O)cc1	-24%	i	-1%	14%	-10	1%	9%
Cc1ccc([S+](=O)([O-])c2nnn3c2nc(N2CCC(F)CC2)c2ccccc23)cc1	18%	i	x	u	4	u	-5%
O=C(NCCCc1ccccc1)C1CCN(c2ccnc3ccnn23)CC1	-17%	i	x	-7%	-4	u	40µM*
CN(C)c1ccc(-c2noc([C@@H]3CCCN3CC3CCCCC3)n2)cn1	40%[activator][87.6 µM]	u	35µM*	12%[87.6 µM]	19	79µM*	u
CCOc1cc(=O)n2c(c1C(=O)NCc1cccc(OC)c1)CCCC2	-6%	i	8%	4%	2	-6%	1%
CCc1ccc2occ(CC(=O)Nc3ccccc3C(F)(F)F)c2c1	20%	x	x	6%	6	x	x
CCOc1ccc(-c2nc(CSCC(=O)N3CCN(c4cccc(C(F)(F)F)c4)CC3)c(C)o2)cc1	u	x	x	-11%	18	x	x
O=C(c1ccccc1)N1CCOCC12CCN(Cc1ccc3[nH]ccc3c1)CC2	-15%[87.6 µM]	-9%[88.5 µM]	-2%[172 µM]	2%[87.6 µM]	0	u	u
O=C(CN1CC2CC(C1)[C@H]1CCCC(=O)N1C2)N1CCCCC1 (stereo partly drawn)	-2%	1%	7%	-6%	7	2%	10%
O=C(C1COc2ccccc2O1)N1CCc2onc(-c3cccc(F)c3)c2C1 (stereo not drawn)	18%	-4%	-31%	10%	1	u	-28%
CCCN1CCC2(CCN([S+](=O)([O-])c3ccc(C)cc3)CC2)Oc2ccccc21	-16%	-1%	-3%	-1%	-10	u	u
COCCOc1cc(C)c2c(c1C)C[C@H](C(C)C(=O)N1CCCCC1)CC2 (stereo partly drawn)	-13%[87.6 µM]	3%[88.5 µM]	9%[172 µM]	-5%[87.6 µM]	20	u	u
CN1CCN(C(=O)c2ccccc2C2CCNC2)CC1 (stereo not drawn)	-12%	-19%	-2%	-7%	5	-18%	-11%
CCC(=O)NC[C@H]1Cn2cc(-c3ccc(OC)cc3)nc2CO1	76%[activator][87.6 µM]	-5%[88.5 µM]	63µM*	3%[87.6 µM]	3	4%[138 µM]	2%[172 µM]
COCC(=O)NC1CCN(c2nccc(Nc3ccccc3OC)n2)CC1	15%	i	x	-7%	-3	u	u
COC(=O)c1ccc(NC(=O)NCCn2nnc3cc(S(=O)(=O)N(C)C)ccc32)cc1	-14%	x	x	9%	-11	x	x
CN(C)c1ccc2nnc(-c3cc(C(=O)NCc4ccccc4)ccn3)n2n1	6%[87.6 µM]	-5%[88.5 µM]	-3%[172 µM]	-8%[87.6 µM]	-21	u	u
C/C=C(/C)C(=O)O[C@H]1C=C(CO)C(=O)[C@H](OC(=O)/C(C)=C/CO)[C@H]1C(C)C	x	i	x	u	-15	x	x
Cc1ccc2nc(-c3ccc(NC(=O)c4ccc(S(C)(=O)=O)cc4)cc3)sc2c1	84%[activator]	x	x	3%	-6	x	x
CCSc1ncc(Cl)c(C(=O)N2CCN(c3ccccc3OC)CC2)n1	-29%	x	x	-6%	-15	x	x
CCN(CC)CCNC(=O)c1cc(-c2ccc(Br)s2)nc2ccccc12	u	x	x	u	-15	x	x
O=C(NCCN1CCCC1)c1cc2cn(C3CC3)cc2s1	-23%	i	-6%	3%	3	i	-1%
Cc1noc(C)c1CCC(=O)N1CCCn2nc(C(O)CO)cc2C1 (stereo not drawn)	0%	-6%	11%	7%	13	2%	-1%
CN(C)CCNC(=O)C[C@@H]1O[C@H](CNS(=O)(=O)c2ccc(Cl)cc2)[C@@H](O)[C@H]1O	0%	u	-4%	7%	-11	0%	-1%
CCn1cc(C(=O)Nc2cccc(Cl)c2)c2cc(OC)c(OC)cc2c1=O	-27%	x	x	u	-11	x	x
CCc1ccc(S(=O)(=O)c2nnn3c2nc(NC(C)C)c2cc(Cl)ccc23)cc1	-4%	x	x	-2%	3	x	x
COc1ccc(-c2cc(N3CCCN(C(=O)Cc4c(F)cccc4Cl)CC3)n[nH]2)cc1	u	u	12%	-20%	8	u	u
O=C(Cn1c(=O)n(-c2ccc(F)cc2)c(=O)c2sc3ccccc3c21)N1CCCC1	-5%	x	x	u	-2	x	x
CN1CCCC2(Cc3ccccc3CN(C(=O)C3CCCC3)C2)C1 (stereo not drawn)	5%	-1%	x	6%	-3	-2%	-9%
CCOC(=O)c1cccc(NC(=O)c2c(C)oc3ccn(Cc4ccc(F)cc4)c(=O)c23)c1	-12%	-11%	-6%	-4%	5	u	40µM*
CCOc1ccc(-c2cc(C(=O)N3CCN(S(=O)(=O)c4cc(Cl)ccc4OC)CC3)[nH]n2)cc1	u	x	x	3%	-14	x	x
CCc1cccc(NC(=O)CSc2n[nH]c(-c3ccccc3Cl)n2)c1	2%	x	x	-5%	-10	x	x
O=C(Cc1ccccc1)N1C[C@@H](CO)[C@@H]2Oc3c(F)cccc3[C@@H]21	x	x	x	x	13	-31%	u
Cc1ccc(CCNC(=O)c2cc3c(=O)oc4ccccc4c3s2)cc1	9%	x	x	3%	-5	x	x

Exported with two lines to a compound: part of the list above
Values in the order: SNCA expr inh, GPT2 inh, Luciferase inh, HEK293 viab, IP6K1 inhibitor, NIH3T3 tox, HEK293 tox
CN(C)c1cccc(C(=O)NC2CCCN(c3cc(-c4ccccc4)[nH]n3)C2)c1 (stereo not drawn)
    106%[activator], -4%, 35µM*, -18%, 27, u, u
O=C(Nc1cccc(C(F)(F)F)c1)Nc1cccs1
    -6%, x, x, -25%, -33*, x, x
CC(C)(C)c1cc(C=O)cc(C(C)(C)C)c1O
    -5%[25.6 µM], -4%, x, 7%[23.9 µM], 2, x, x
CC(=O)N1CCC(C2CCN(C(=O)c3cccc(C#N)c3)C2)CC1 (stereo not drawn)
    11%, i, x, 6%, 4, -20%, 2%
CN1CCC[C@@H]1CCO[C@](C)(c1ccccc1)c1ccc(Cl)cc1
    -59%[25.6 µM], 3%, x, -21%[23.9 µM], 2, x, x
CC(=O)Nc1nonc1-c1nnc(SCC(=O)Nc2cccc(F)c2)n1-c1ccccc1
    -3%, x, x, 10%, 9, x, x
CCCN(CC1CCOC1)C(=O)Nc1ccc(Cl)cc1F (stereo not drawn)
    35%[activator], i, -7%, 4%, 19, -19%, -19%
COc1cc(Cl)c(C)cc1NC(=O)c1cnc(N2CCOCC2)c2ccccc12
    0%, x, x, 2%, -4, x, x
O=C(NC1CC1)c1ccc(CC2CCN(C(=O)c3ccc4ccccc4n3)CC2)cc1
    -4%, -1%, 2%, 6%, -13, u, u
O=C1CCC2(CCN1)CCN(S(=O)(=O)c1cccnc1)CC2
    2%, i, 6%, 2%, -5, -4%, 2%
Cc1ccc([S+](=O)([O-])NC2CCCN(c3ccc4nnc(-c5ccccc5)n4n3)C2)cc1 (stereo not drawn)
    x, x, x, x, -7, u, 25µM*
COC(=O)CN1C(=O)[C@@H]2C[C@@H](O)CN2C2(CN(Cc3ccccc3)C2)C1=O
    26%[87.6 µM], -7%[88.5 µM], -4%[172 µM], -2%[87.6 µM], -6, 2%[174 µM], -5%[172 µM]
Cc1nc2nc(SCc3ccc(F)cc3Cl)nn2c(C)c1Cc1ccccc1
    93%[activator], x, x, -1%, 14, x, x
CCNC(=O)CC1COc2ccc(C(=O)NCCOC)cc2N1C (stereo not drawn)
    -28%, i, -1%, -3%, -3, -2%, 3%
COc1cccc(Nc2cc3c(cn2)CN(C(C)=O)CCN3)c1
    u, 3%[88.5 µM], 1.8µM*, -14%[87.6 µM], 24, u, u
Cc1ccc(S(=O)(=O)N2CCN(Cc3nc4ccc(C)cc4o3)CC2)cc1
    -15%, x, x, 24%, -14, x, x
